KCNQ2 block – KCNQ2 potassium channel inhibitors, primary screen, cell-based, CHO-K1, FluxOR thallium flux, B-score (AID 2156). Potassium voltage-gated channel subfamily KQT member 2 (Rattus norvegicus), O88943. 20 min; stronger effect = lower value. B-score at 10 µM. 1.1% of 310,000 active;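 active = fluorescence ratio B-score at most minus 3 library SDs, with starting brightness B-score within 2 library SDs, cut at about -5.5 in these data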
OX1R antag – antagonists of human orexin 1 receptor (OX1R); Orexin/Hypocretin receptor type 1 (Homo sapiens), O43613; OX1R-expressing cells, FRET antagonist read-out; inhibition, % at 6.6 µM; 1.8% of 330,000 active; AID 485270, 2010; in the data active = inhibition mostly above about 38%, no sharp cut-off; inactive = mostly below about 40%;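 also: 0% = agonist challenge alone and 100% = reference antagonist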
Target sequence (O43613 whole entry, looked up): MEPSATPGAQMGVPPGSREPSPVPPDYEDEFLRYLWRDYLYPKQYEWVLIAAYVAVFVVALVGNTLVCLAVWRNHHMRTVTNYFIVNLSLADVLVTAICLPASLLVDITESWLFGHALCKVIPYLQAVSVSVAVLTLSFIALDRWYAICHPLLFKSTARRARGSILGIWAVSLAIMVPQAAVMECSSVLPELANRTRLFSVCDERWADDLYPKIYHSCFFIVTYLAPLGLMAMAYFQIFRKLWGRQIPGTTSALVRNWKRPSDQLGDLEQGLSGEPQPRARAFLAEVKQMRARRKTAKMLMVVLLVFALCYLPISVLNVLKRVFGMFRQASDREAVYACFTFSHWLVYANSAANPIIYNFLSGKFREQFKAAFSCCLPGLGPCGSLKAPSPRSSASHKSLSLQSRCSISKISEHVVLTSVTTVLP
STK33 inh – inhibitors of purified STK33 kinase, primary screen, biochemical, ADP-Glo luminescence, homogeneous, cell-free; Serine/threonine-protein kinase 33 (Homo sapiens), Q9BYT3; MBP phosphorylation; inhibition, % at 10 µM; 0.073% of 320,000 active;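 active = inhibition at or above 25%, using the most active replicate where run in duplicate; inactive = inhibition below 25%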
Target sequence (Q9BYT3 whole entry, looked up): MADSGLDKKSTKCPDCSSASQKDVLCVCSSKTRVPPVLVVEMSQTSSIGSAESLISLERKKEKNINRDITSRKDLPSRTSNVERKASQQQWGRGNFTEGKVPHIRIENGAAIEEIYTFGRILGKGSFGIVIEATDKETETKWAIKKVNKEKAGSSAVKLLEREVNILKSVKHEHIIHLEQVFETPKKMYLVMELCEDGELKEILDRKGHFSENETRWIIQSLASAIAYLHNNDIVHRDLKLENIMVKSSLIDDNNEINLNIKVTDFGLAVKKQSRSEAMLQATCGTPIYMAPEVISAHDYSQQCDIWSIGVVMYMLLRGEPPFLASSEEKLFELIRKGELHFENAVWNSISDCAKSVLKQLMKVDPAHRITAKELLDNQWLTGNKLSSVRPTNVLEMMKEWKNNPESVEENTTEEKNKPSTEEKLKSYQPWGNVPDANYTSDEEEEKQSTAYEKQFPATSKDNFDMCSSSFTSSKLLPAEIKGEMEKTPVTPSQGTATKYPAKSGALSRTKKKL
* = called active by the depositor; i = inactive; · = no result given.

SMILES | KCNQ2 block | OX1R antag | STK33 inh
COc1ccc(-c2cc3cc(C(=O)O)ccn3c2C(=O)c2ccccc2)cc1 | i | 14.8 | -0.7
Cc1c(Cl)cccc1NC(=S)N1CCCN(Cc2ccccc2F)C1 | i | 3.3 | -1.9
O=C(CNc1cc(S(=O)(=O)N2CCOCC2)ccc1NCC1CCCO1)Nc1ccc(C(F)(F)F)cc1 (stereo not given) | i | 15.8 | -0.1
O=C(Nc1nnc(Cc2ccccc2)s1)c1ccco1 | i | 12.9 | -1.8
COc1ccccc1CN1C[C@@H]2C[C@@H](c3[nH]c4ccc(C)cc4c3C)N3CCC[C@@]23C1=O | i | -2.4 | 1.7
CCC(CC)c1nnc(NS(=O)(=O)Cc2ccccc2)s1 | i | 3.0 | -1.0
CCOc1ccc2nc(COC(=O)c3cccs3)c(C(C)=O)[n+]([O-])c2c1 | i | 18.3 | -2.5
COc1ccc(N2C(=O)CC(N3CCN(Cc4ccc5c(c4)OCO5)CC3)C2=O)cc1 (stereo not given) | i | 6.7 | -0.8
CCn1c(SC)nnc1C1CCN(S(=O)(=O)c2ccc(OC)cc2)CC1 | i | 28.0 | -1.2
COc1ccc(NC(=O)Nc2cccc3c2O[C@H](CN(C)S(C)(=O)=O)[C@@H](C)CN([C@H](C)CO)C3=O)cc1 | · | 2.3 | -0.7
FC(F)(F)c1ccccc1NC(=S)N1CCCC1 | i | 2.9 | 0.4
CC1(C)N=C(SCC(=O)Nc2ccc(Cl)cc2)C(c2ccc(Cl)cc2)=N1 | i | 7.5 | 0.3
CCCCn1c(C)nc2c(=O)n(C)c(=O)[nH]c21 | i | 5.5 | 0.1
Cc1c(NS(=O)(=O)c2ccc(NCCN3CCOCC3)c([N+](=O)[O-])c2)c(=O)n(-c2ccccc2)n1C | i | 57.7 | -1.6
COc1cccc(NC(=O)CN(C)C(=O)CCNC(=O)c2ccccc2Cl)c1 | · | -0.9 | -0.4
COc1ccc(C(=O)c2c(C)oc3cc([N+](=O)[O-])c(O)c([N+](=O)[O-])c23)cc1 | i | 30.6 | 0.2
COc1cccc(=O)c2c(C)n(CC(=O)c3ccccc3)c(C)c12 | i | 23.0 | -1.5
Cc1cc(C)c(S(N)(=O)=O)c(C)c1N(C)S(=O)(=O)c1ccc(Cl)cc1 | i | 8.1 | 0.3
O=S(=O)(Nc1ncccn1)c1ccc(NC(=S)NCCc2ccccc2)cc1 | i | 2.1 | -0.4
COc1ccc(-c2cc(=O)[nH][nH]2)cc1 | i | 24.4 | 0.7

The final 2 records of the part above come first, to join the parts.
SMILES | KCNQ2 block | OX1R antag | STK33 inh
O=S(=O)(Nc1ncccn1)c1ccc(NC(=S)NCCc2ccccc2)cc1 | i | 2.1 | -0.4
COc1ccc(-c2cc(=O)[nH][nH]2)cc1 | i | 24.4 | 0.7
CCOC(=O)C(NCCc1ccccc1)(NC(=O)CC)C(F)(F)F (stereo not given) | i | 28.1 | 0.8
O=C(O)c1ccccc1N/N=C/c1cc(Br)cc(Br)c1O | i | 5.8 | 1.0
CC(C)(C)C(=O)Nc1nnc(-c2ccccc2)c(-c2ccccc2)n1 | i | 10.1 | 0.3
O=C(NC1CCCCC1)c1c(O)nc2sccn2c1=O | i | 12.5 | -0.5
O=S(=O)(c1ccc(F)cc1)N1CCn2c(nc3ccccc32)C1 | i | 1.1 | -1.8
O=C(COC(=O)CCc1c[nH]c(=O)[nH]1)Nc1ccccc1Cl | i | 0.6 | 0.7
CCOC(=O)COc1ccc(S(=O)(=O)NCC2CCCO2)cc1 (stereo not given) | i | 1.6 | 0.7
CCc1nc(SCc2ccccc2C#N)n[nH]1 | i | · | -15.9
S=c1[nH]nc(CNc2cccc(Cl)c2)o1 | i | 22.7 | 0.4
CCCn1c(C)cc(-c2csc(N)n2)c1C | i | 15.6 | 1.9
COc1ccc(C2CC(c3ccc(Br)cc3)=NN2C(=O)CSC2=NN3CCCC(=O)N=C3S2)cc1 (stereo not given) | i | -8.0 | -1.1
Cc1ccc(C(=O)Nc2ncn[nH]2)cc1 | i | 4.1 | -0.5
CC(=O)c1c(C)[nH]c(C(=O)N(CCc2ccccc2)Cc2ccccc2)c1C | i | 16.9 | ·
CC(C)C(=O)NC(C)C(c1cccs1)N1CCN(C)CC1 (stereo not given) | i | 12.9 | -0.2
CCC(=O)Nc1nnc(Sc2ccc(N(C)C)cc2)s1 | i | 6.4 | -0.5
COCCCn1c(C)nnc1SCC(=O)Nc1cccc(C)c1 | i | · | -0.2
CCOc1cc(CNc2ccc3c(c2)CCC3)ccc1O | i | 15.5 | -0.1
COc1ccc(OC)c(C2CC(=O)c3c([nH]c(C(=O)OCC4CCCO4)c3C)C2)c1 (stereo not given) | i | 15.4 | -0.5
CCCN1CN(Cc2ccccc2)CC2=C1CC(C)(C)CC2=O | i | 25.8 | -1.9
Cc1onc(-c2c(F)cccc2Cl)c1C(=O)Nc1ccc(S(=O)(=O)N2CCOCC2)cc1 | · | 3.9 | -2.5

Compound profiles, as listed above. Screens in order: KCNQ2 block | OX1R antag | STK33 inh
`COc1ccccc1CN1C[C@@H]2C[C@@H](c3[nH]c4ccc(C)cc4c3C)N3CCC[C@@]23C1=O` is entered as i | -2.4 | 1.7
`COCCCn1c(C)nnc1SCC(=O)Nc1cccc(C)c1` is entered as i | · | -0.2
`CCC(CC)c1nnc(NS(=O)(=O)Cc2ccccc2)s1` is entered as i | 3.0 | -1.0

(continued)
SMILES | KCNQ2 block | OX1R antag | STK33 inh
COC(=O)c1sccc1NC(=O)c1ccc(C)o1 | i | 20.9 | 2.7
O=C(N/C(=C\c1ccco1)C(=O)N1CCCCC1)c1ccc([N+](=O)[O-])cc1 | · | 8.7 | -1.1
CCOC(=O)C1=C(C)NC(=O)NC1c1ccc(NC(C)=O)cc1 (stereo not given) | i | 7.5 | -2.9
COc1cccc(OC)c1OCCN1CCN(C(c2ccccc2)c2ccccc2)CC1 | i | 6.6 | -0.3
O=C(NNc1ccc(Cl)nn1)c1ccc(Cl)cc1 | i | 5.4 | -1.7
Clc1ccccc1CSc1nnc(-c2cccnc2)n1Cc1ccco1 | i | 24.9 | -0.1
O=C(CCSc1nnc2scc(-c3ccccc3)n12)Nc1nc(-c2ccccc2)ns1 | i | 5.2 | 0.5
CCn1cc(CN2CCC(n3nccc3NC(=O)C3CCCC3)CC2)c(C)n1 | i | 4.6 | -0.1
COc1cccc(/C=C/C(=O)OCC(=O)Nc2cccc(S(=O)(=O)NC3=NCCCCC3)c2)c1 | · | 3.2 | -0.2
COc1ccc(-c2nc(CSCC(=O)N3CCN(C)CC3)c(C)o2)cc1OC | i | 7.3 | -1.4
Nc1c(C(=O)NCCC2=CCCCC2)sc2ccc(S(=O)(=O)N3CCCCC3)cc12 | i | 7.0 | -1.3
Cc1ccc(-c2n[nH]c(=O)c3ccccc23)cc1S(=O)(=O)Nc1ccccc1 | i | 28.4 | -1.7
Cc1oc2c(CN3CCCC3)c(O)ccc2c(=O)c1Oc1ccccc1Br | i | 0.2 | -1.4
CCCNC(=O)C(Cc1ccc(OC)cc1)NC(=O)c1ccc(C#N)cc1 (stereo not given) | · | -0.8 | 1.2
O=C(Nc1ccon1)C1CCN(S(=O)(=O)c2cccs2)CC1 | i | 4.2 | -0.3
O=C(Nc1ccc(Cl)cc1)Nc1cccc(C(=O)O)c1 | i | 18.0 | -1.4
COc1cc(/C=C/C(=O)OCC(=O)Nc2oc(C)c3c(C)n[nH]c(=O)c23)ccc1OC(F)F | i | 18.5 | -0.1
CC1(C)NC(=O)N(CCCCOc2cccc(C(F)(F)F)c2)C1=O | i | 1.7 | 0.7
Cc1cc(S(=O)(=O)Nc2c(C(=O)O)[nH]c3ccccc23)ccc1F | i | 31.6 | ·
CC(C)CCCCCCNC(=S)Nc1ccc(S(=O)(=O)N2CCOCC2)cc1 | i | 9.9 | -2.8

Just OX1R antag (7 entries from above):
| SMILES | OX1R antag |
| --- | --- |
| Nc1c(C(=O)NCCC2=CCCCC2)sc2ccc(S(=O)(=O)N3CCCCC3)cc12 | 7.0 |
| Cc1ccc(-c2n[nH]c(=O)c3ccccc23)cc1S(=O)(=O)Nc1ccccc1 | 28.4 |
| Cc1oc2c(CN3CCCC3)c(O)ccc2c(=O)c1Oc1ccccc1Br | 0.2 |
| CCCNC(=O)C(Cc1ccc(OC)cc1)NC(=O)c1ccc(C#N)cc1 (stereo not given) | -0.8 |
| O=C(Nc1ccon1)C1CCN(S(=O)(=O)c2cccs2)CC1 | 4.2 |
| O=C(Nc1ccc(Cl)cc1)Nc1cccc(C(=O)O)c1 | 18.0 |
| COc1cc(/C=C/C(=O)OCC(=O)Nc2oc(C)c3c(C)n[nH]c(=O)c23)ccc1OC(F)F | 18.5 |

Following part.
SMILES | KCNQ2 block | OX1R antag | STK33 inh
Cc1nc2cc(NC(=O)COc3ccccc3C#N)ccc2n1-c1ccccc1 | i | 122.3* | 7.7
Cc1cc(C2C(=O)C(C(=O)c3ccc(Cl)cc3)C(=O)CC2(C)C)on1 (stereo not given) | i | 15.8 | -0.4
CC1CCC2C(C1)Nc1c(C(=O)O)cccc1C2(C)C (stereo not given) | i | 8.3 | -2.4
O=C(Cc1ccc(-n2c(=O)c3ccccc3n(Cc3ccccc3F)c2=O)cc1)NCC1CCCO1 (stereo not given) | i | 14.4 | -2.2
O=C(N/N=C/c1cccnc1)c1cc(Br)ccc1O | i | 14.5 | 0.8
O=C(NCc1ccc(F)cc1)c1cnc2sccn2c1=O | i | 5.4 | 0.8
O=C(CP(=O)(c1ccccc1)c1ccccc1)Nc1nc2ccccc2s1 | i | 0.1 | -1.3
O=C(c1cccc(S(=O)(=O)N2CCc3ccccc32)c1)N1CCOCC1 | · | 8.6 | -0.6
N#CC(C(=O)C1CCCCC1)c1nc2ccccc2[nH]1 (stereo not given) | i | 16.0 | 1.2
O=S(=O)(c1ccccc1C(F)(F)F)N1CCC(n2cnc3ccccc32)CC1 | i | 12.7 | -1.0
COc1ccc(-n2nc3c(c2NC(=O)C2CCCC2)CS(=O)(=O)C3)cc1 | i | 14.7 | -0.6
O=C(/C=C/c1ccccc1Cl)NC(=S)Nc1ccccc1C(=O)NC1CCCCC1 | i | 5.2 | 0.0
CCCCNc1c(-c2ccc(OC)c(Sc3ccc(OC)cc3)c2)nc2cnccn12 | · | 14.2 | -0.6
CC(C)(C)C(=O)Cn1nc(Cl)nc1Cl | i | 17.8 | -1.6
COc1cccc(-c2noc(-c3ccc(Cl)nc3)n2)c1 | i | 14.2 | 0.5
CCc1nn(C(CC)C(=O)NCc2cccs2)c(=O)c2cc3occc3n12 (stereo not given) | i | 13.9 | -0.4
Cc1cc2nnn(-c3nnc(-c4ccccc4)c4ccccc34)c2cc1C | i | 20.5 | -0.5
CCOC(=O)C1CCCN(Cc2nc(Cc3cccc(F)c3)no2)C1 (stereo not given) | i | 8.7 | 0.1
O=C1CCCS(=O)(=O)c2ccccc21 | i | 4.5 | -1.0
O=C(N/N=C/c1cccc(Oc2ccccc2)c1)c1ccccc1F | i | 19.2 | -0.8
Cc1cccc(NC(=O)CSCC(=O)Nc2ccc(S(=O)(=O)N3CCCC3)cc2)c1 | i | 11.9 | -0.4
CCn1nnc(C(=O)O)c1C(=O)O | i | 4.1 | -1.3
NS(=O)(=O)c1ccc(NC(=O)COC(=O)CCc2ccc(S(=O)(=O)N3CCOCC3)cc2)cc1 | i | 25.0 | -0.2
Oc1[nH]c(=S)sc1C=C1N=c2ccccc2=N1 | i | 19.5 | -1.1
N#Cc1c(NC(=O)CN2CCN(S(=O)(=O)c3ccc4c(c3)OCCO4)CC2)sc2c1CCC2 | i | 16.2 | 0.3
O=S(=O)(NC1CCCCC1)c1ccc(-c2csnn2)s1 | i | 19.4 | -1.8
Cc1cc(NC(=O)c2cc(-c3cccs3)nc3ccccc23)no1 | i | -4.0 | 0.1
CCN(CC)CCN(C(=O)c1c(F)cccc1F)c1nc2cc(C)cc(C)c2s1 | i | 9.6 | -2.1
Cc1ccccc1OCC(=O)NC1CCCCCCC1 | i | 12.2 | -0.8
Nc1nnc(SCC(=O)NC2CCCC2)s1 | i | 12.8 | -1.2
CCOc1c2ccc(C(=O)NCc3ccc(C(F)(F)F)cc3C(F)(F)F)cc2nn1C | i | 19.4 | -0.2
COc1ccc(N2CCN(C(=O)c3ccc(NS(=O)(=O)c4cccs4)cc3)CC2)cc1 | i | 22.8 | -1.5
COc1ccc(S(=O)(=O)N(CC(=O)Nc2ccccc2C(=O)N2CCOCC2)c2ccc(F)cc2)cc1 | i | 13.4 | -3.6
CS(=O)(=O)Nc1ccc(C(=O)NCCC2=CCCCC2)cc1 | i | 9.5 | 0.5
Cc1ccc(NC(=O)COC(=O)/C=C/c2cccs2)c(C)c1 | i | 6.3 | -1.9
O=S(=O)(Nc1ccccc1N1CCCCC1)c1ccc(F)cc1 | i | -0.1 | -2.8
CCOC(=O)C1=C(c2ccccc2)NC(=O)NC1c1ccc(OCC#N)c(OC)c1 (stereo not given) | i | 13.7 | -1.0
COC(=O)c1cc2ccsc2n1Cc1cccc(F)c1 | i | 4.0 | -1.2
COc1ccc(-c2sccc2C(C)C(=O)O)cc1 (stereo not given) | i | 2.5 | -3.7
Cc1cccc(C(=O)NC(=S)NNC(=O)COc2c(C)cccc2C)c1 | i | 8.9 | -1.4
CC1CCN(c2c(NCc3ccc(C(=O)NCc4cccnc4)cc3)c(=O)c2=O)CC1 | i | 10.4 | 0.0
Cc1ccc(NC(=O)[C@H](C)NC(=O)C2CCN(C(=O)[C@@H](N)C(C)C)CC2)cc1 | i | 2.2 | 0.3
CC1(C)Cc2ccccc2C(=NCCCC(=O)O)N1 | i | 7.8 | -0.1
CCOC(=O)C1CCCN(c2cc(C)nc3cc(-c4ccc(F)cc4)nn23)C1 (stereo not given) | i | 12.4 | -0.7

Screening data deposited in PubChem by several laboratories.
